Source: PubChem BioAssay (National Center for Advancing Translational Sciences (NCATS))
TexasRed fluor = alters Texas Red total fluorescence, flagging assay interference; TRb/SRC2 Texas Red total fluorescence interference; Potency, µM (doses to about 106 µM), inactives show at the top dose fluorescence change, negative = quenching; 0.29% of 280,000 active; active = well fitted curve in either direction with a large enough effect; inconclusive = small, poorly fitted or top-dose-only effect
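Human TRβ ligand-binding domain (0.6 uM) and Texas Red SRC2 peptide (20 nM) in Tris buffer with 1 uM T3 and 5% DMSO were incubated with pinned compound for 5 hr at ambient temperature. Total fluorescence was computed as S + 2P (555/632 nm).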
TRb-SRC2 inh = TRbeta-SRC2 interaction inhibition; TRbeta-SRC2 peptide binding, fluorescence polarization; receptor liganded with 1 µM T3; Potency, µM (series often up to 106 µM), for inactives: at the highest dose activity change, negative = inhibition, usual class: inhibitors; 0.065% of 280,000 active; AID 1469;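 also: plate controls were bound peptide for no effect and peptide without receptor for full effect; nearly all actives have a fitted effect of over 50% in size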
Target sequence (P10828 whole entry, looked up): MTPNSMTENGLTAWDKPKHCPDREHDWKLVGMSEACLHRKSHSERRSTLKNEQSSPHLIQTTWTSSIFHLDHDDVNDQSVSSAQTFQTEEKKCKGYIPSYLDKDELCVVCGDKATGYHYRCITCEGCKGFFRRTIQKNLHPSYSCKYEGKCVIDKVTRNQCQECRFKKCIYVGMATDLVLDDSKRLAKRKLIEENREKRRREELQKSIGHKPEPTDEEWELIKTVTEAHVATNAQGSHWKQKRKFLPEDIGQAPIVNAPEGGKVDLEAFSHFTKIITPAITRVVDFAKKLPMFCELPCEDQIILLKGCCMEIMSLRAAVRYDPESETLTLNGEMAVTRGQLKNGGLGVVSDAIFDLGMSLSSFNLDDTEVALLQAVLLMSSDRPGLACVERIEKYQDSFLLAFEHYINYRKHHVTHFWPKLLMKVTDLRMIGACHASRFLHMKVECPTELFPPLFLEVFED
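TRb LBD 0.6 uM + Texas Red SRC2 peptide 20 nM, 1 uM T3, Tris buffer w/ 5% DMSO; compound pinned, 5 h RT; FP read ex 555/em 632; normalized to unbound and bound controls.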
GoLoco inh red = blocks human Gai1 binding to RGS12 GoLoco peptide, red readout; P63096; Potency, µM (top dose mostly 61.6 µM), for the others: at the highest dose activity, negative = inhibition, most hits filed as inhibitors; 0.44% of 230,000 active; AID 880; Gai1:RGS12 GoLoco peptide FP, rhodamine, 10 min; active = well fitted inhibition curve with a large enough effect, not every such curve was filed as active; inactive = no such curve, though single readings can be large or run the other way; also: nearly all actives have a fitted effect of over 30% in size; many of its hits are not listed in these tables
Target sequence (P63096 whole entry, looked up): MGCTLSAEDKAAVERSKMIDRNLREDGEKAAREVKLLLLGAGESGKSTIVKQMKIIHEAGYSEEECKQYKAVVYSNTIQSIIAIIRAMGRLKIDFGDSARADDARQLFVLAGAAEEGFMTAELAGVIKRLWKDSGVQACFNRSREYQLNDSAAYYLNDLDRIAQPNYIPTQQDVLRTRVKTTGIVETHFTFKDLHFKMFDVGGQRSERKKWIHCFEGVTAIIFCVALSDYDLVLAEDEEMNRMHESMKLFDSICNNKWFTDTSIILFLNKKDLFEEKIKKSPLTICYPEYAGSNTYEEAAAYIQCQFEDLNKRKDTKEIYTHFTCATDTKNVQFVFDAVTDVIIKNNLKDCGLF
L3MBTL1 block = inhibitors of human L3MBTL1; Q9Y468; Potency, µM (top dose mostly 57.1 µM), without a hit: at the highest dose activity, negative = inhibition, most hits filed as inhibitors; AlphaScreen L3MBTL1–H3K9me1 peptide binding; 0.66% of 230,000 active; also: nearly all actives have a fitted effect of over 60% in size
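Displacement of a biotinylated histone H3(1-15) peptide monomethylated at Lys9 (75 nM) from L3MBTL1 (50 nM) was measured by AlphaScreen after a 30 min room-temperature compound incubation; cefsulodin titration served as intraplate control.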
GAA inhib = alpha-glucosidase (human) inhibition; 0.005% of 200,000 active; P10253; AID 1466; purified human GAA, 4-MU-alpha-glucoside fluorescence; Potency, µM (highest dose often 76.9 µM), for the others: at the highest dose activity change, negative = inhibition, most hits filed as inhibitors;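 also: plate controls were uninhibited enzyme wells for no effect and no-enzyme background for full effect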
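Enzyme (4 nM final) mixed with compound (up to 77 uM), then 4-MU-alpha-D-pyranoside (400 uM final) added; 20 min at room temperature, pH 5.0. Reaction stopped at pH 10, fluorescence read, AC50 derived by Hill fit.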
GAA spleen mod = lysosomal alpha-glucosidase (human) modulation; P10253; human spleen homogenate, 4-MU-alpha-glucoside fluorescence; Potency, µM (series often up to 79.9 µM), inactives show at the top dose activity change, negative = inhibition, most hits filed as inhibitors; 0.006% of 240,000 active; AID 2112;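 also: 0% = enzyme with vehicle and -100% = no enzyme basal signal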
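AC50 values come from Hill-equation fits of concentration-response data, normalized to no-enzyme and full-activity controls. Enzyme source: 1 ug human spleen homogenate; 1 mM fluorogenic 4-MU glucoside, pH 5.0 citrate buffer, 37 C, 40 min.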
RECQ1 inh = inhibitors of human RECQ1 DNA helicase. AID 2549. Potency, µM (top dose mostly 57.3 µM), inactives show at the highest dose activity, negative = inhibition, most hits filed as inhibitors. 0.54% of 240,000 active. RECQ1 DNA unwinding, red fluorescence kinetic read;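 also: plate controls were vehicle for no effect and no enzyme for full effect; nearly all actives have a fitted effect of over 30% in size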
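RECQ1T1 50 nM; forked duplex (20 bp + 30-nt ss tails) 200 nM, ATP 2 mM final; pH 8.0, 2 mM MgCl2, 2.5 ug/ml poly(dI-dC); 15 min compound preincubation; discontinuous kinetic read over 2 h at RT.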
GAA glycogen mod = inhibitors or activators of human alpha-glucosidase glycogen cleavage. recombinant GAA, glycogen substrate, Amplex Red glucose oxidase fluorescence. AID 2100. Potency, µM (series often up to 76.4 µM), inactives show at the highest dose activity change, negative = inhibition, usual class: inhibitors. 0.38% of 300,000 active;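 also: 0% = full enzyme reaction and -100% = no-enzyme basal signal; the screen sought inhibitors and activators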
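Natural-substrate format: glycogen cleavage by 4 nM human enzyme, glucose read by Amplex Red coupling (Ex 573, Em 610 nm). Normalized to enzyme and no-enzyme controls.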
* = called active by the depositor; i = inactive; ? = inconclusive; / = not tested or not shown; & = joins results of further samples; [ ] = dose if it differs, or a comment. Unless noted, calls follow the shape of the dose curve; as a rule, active = well fitted curve in the direction sought with a large enough effect; inconclusive = small, poorly fitted or top-dose-only effect, or another doubt; inactive = no such curve, though single readings can be large; an effect the other way counts as inactive or inconclusive. Unless noted, % is scaled to controls: 0 for no effect and ±100 for the full control effect; potency is read from the fitted curve at half-maximal effect. A portion of the library; rates above refer to the full screens.

SMILES | TexasRed fluor | TRb-SRC2 inh | GoLoco inh red | L3MBTL1 block | GAA inhib | GAA spleen mod | RECQ1 inh | GAA glycogen mod
Cc1ccc(CN2CCN(Cc3ccc4cc(F)ccc4n3)CC2CCO)o1 (stereo not drawn) | 2% | -3% | -1% | -8% | 12% | 0% | 14% | 7%
CCC(=O)OCC(=O)C1(OC(=O)CC)C(C)CC2C3CCC4=CC(=O)C=CC4(C)C3(Cl)C(O)CC21C (stereo not drawn) | 0% | -4% | 3% | / | / | -2% | i | /
COc1ccc(C(=O)C2CCCN(Cc3cccn3-c3ccccn3)C2)c(C)c1 (stereo not drawn) | -3% | -1% | 0% | -13% | -8% | -3% | -1% | 10%
COc1ccc(OC)c(S(=O)(=O)N2CCC(C(=O)N3CCOCC3)CC2)c1 | -2% | 0% | -3% | -3% | ? | 3% | 0% | -9%
O=C(COc1ccc(Cl)cc1)N1CCN(S(=O)(=O)c2ccccc2)CC1 | -3% | 0% | 7% | / | -9% | -5% | -12% | -3%
[O-][n+]1onc2c1CCc1nnc(-c3ccccc3)cc1-2 | 3% | -21% | 1% | -3% | ? | -1% | -8% | 3%
COc1cccc(CN2CCN(Cc3ccc(O)c(OC)c3)CC2CCO)c1 (stereo not drawn) | -1% | -7% | 8% | 9% | 1% | 0% | -9% | -25%
Cc1cccc(C)c1NC(=O)NCCCN1CCN(c2ccccc2)CC1 | -4%&1% | 3%&6% | -2% | / | -2% | -2% | i | 3%
COC(=O)c1ccc(CSc2nnc(-c3ccncc3)n2Cc2ccccc2)o1 | -1% | -5% | / | -12% | -1% | 3% | -6% | 16%
COc1ccc(NS(=O)(=O)c2ccc(OC)c(NC(=O)CCC3CCCCC3)c2)cc1 | -2% | 4% | 5% | -4% | 2% | 2% | i | -21%
COc1cccc(CN2C(=O)c3ccccc3C2C(=O)NCC2CCCO2)c1 (stereo not drawn) | -1% | -13% | 4% | / | -5% | 2% | -5% | 10%
COc1ccc([N+](=O)[O-])cc1NC(=O)c1ccco1 | -2%[53 µM] | 5%[53 µM] | -11% | -6% | 14% | 12% | -12% | -16%

Exported with tabs: entries from further up.
compound	TexasRed fluor	TRb-SRC2 inh	GoLoco inh red	L3MBTL1 block	GAA inhib	GAA spleen mod	RECQ1 inh	GAA glycogen mod
Cc1ccc(CN2CCN(Cc3ccc4cc(F)ccc4n3)CC2CCO)o1 (stereo not drawn)	2%	-3%	-1%	-8%	12%	0%	14%	7%
CCC(=O)OCC(=O)C1(OC(=O)CC)C(C)CC2C3CCC4=CC(=O)C=CC4(C)C3(Cl)C(O)CC21C (stereo not drawn)	0%	-4%	3%	/	/	-2%	i	/
COc1ccc(C(=O)C2CCCN(Cc3cccn3-c3ccccn3)C2)c(C)c1 (stereo not drawn)	-3%	-1%	0%	-13%	-8%	-3%	-1%	10%
COc1ccc(OC)c(S(=O)(=O)N2CCC(C(=O)N3CCOCC3)CC2)c1	-2%	0%	-3%	-3%	?	3%	0%	-9%
O=C(COc1ccc(Cl)cc1)N1CCN(S(=O)(=O)c2ccccc2)CC1	-3%	0%	7%	/	-9%	-5%	-12%	-3%
[O-][n+]1onc2c1CCc1nnc(-c3ccccc3)cc1-2	3%	-21%	1%	-3%	?	-1%	-8%	3%
COc1cccc(CN2CCN(Cc3ccc(O)c(OC)c3)CC2CCO)c1 (stereo not drawn)	-1%	-7%	8%	9%	1%	0%	-9%	-25%
Cc1cccc(C)c1NC(=O)NCCCN1CCN(c2ccccc2)CC1	-4%&1%	3%&6%	-2%	/	-2%	-2%	i	3%
COC(=O)c1ccc(CSc2nnc(-c3ccncc3)n2Cc2ccccc2)o1	-1%	-5%	/	-12%	-1%	3%	-6%	16%
COc1ccc(NS(=O)(=O)c2ccc(OC)c(NC(=O)CCC3CCCCC3)c2)cc1	-2%	4%	5%	-4%	2%	2%	i	-21%
COc1cccc(CN2C(=O)c3ccccc3C2C(=O)NCC2CCCO2)c1 (stereo not drawn)	-1%	-13%	4%	/	-5%	2%	-5%	10%

Whole records, quoted from the list:
Record of [O-][n+]1onc2c1CCc1nnc(-c3ccccc3)cc1-2 = TexasRed fluor = 3%; TRb-SRC2 inh = -21%; GoLoco inh red = 1%; L3MBTL1 block = -3%; GAA inhib = ?; GAA spleen mod = -1%; RECQ1 inh = -8%; GAA glycogen mod = 3%
Record of CCC(=O)OCC(=O)C1(OC(=O)CC)C(C)CC2C3CCC4=CC(=O)C=CC4(C)C3(Cl)C(O)CC21C (stereo not drawn) = TexasRed fluor = 0%; TRb-SRC2 inh = -4%; GoLoco inh red = 3%; L3MBTL1 block = /; GAA inhib = /; GAA spleen mod = -2%; RECQ1 inh = i; GAA glycogen mod = /

(next part)
SMILES | TexasRed fluor | TRb-SRC2 inh | GoLoco inh red | L3MBTL1 block | GAA inhib | GAA spleen mod | RECQ1 inh | GAA glycogen mod
CCC(C)NCCOCCOc1ccc(Cl)c2ccccc12 (stereo not drawn) | 1% | 7% | -4% | 7% | ? | -24% | 30% | 2%
c1coc(-c2ccnc(-n3cccc3)n2)c1 | 0% | -3% | -3% | 27% | 5% | 2% | i | -5%
CCCCOP(=O)(OCCCC)C(O)c1ccc(Br)cc1 (stereo not drawn) | 7% | -8% | -2% | -2% | -2% | -2% | -12% | -10%
COc1ccc(C2OC(=O)CC2C(=O)NCc2ccc(Cl)cc2)cc1OC (stereo not drawn) | 1% | -2% | 9% | / | -2% | 8% | -2% | 1%
COc1cccc(/C=c2\sc3nc(-c4cccs4)nn3c2=O)c1OC | 1% | 8% | 16% | 7% | 7% | -8% | i | -10%
COc1ccc(C)cc1NS(=O)(=O)c1cc(C)ccc1C | -2% | 0% | -6% | / | -3% | 3% | -13% | 8%
N/C(=N\N=C\c1ccco1)SC1CC(=O)N(c2ccc(C(=O)O)cc2)C1=O (stereo not drawn) | -1% | 1% | 12% | -3% | 3% | 7% | -7% | 2%
COc1ccc(C2CCCN2C(=O)Nc2ccc(C)c(C)c2)cc1OC (stereo not drawn) | 0% | -15% | 3% | / | 6% | -14% | -14% | -11%
CC(C)CN(CC(C)C)S(=O)(=O)N1CCC(C(=O)NCc2ccco2)CC1 | 0% | 1% | 3% | / | 3% | 5% | -14% | 3%
Cc1cccnc1NC(=S)NC(=O)c1cccs1 | -2% | -8% | 5% | 0% | 11% | 1% | -8% | -12%
Cc1noc(C)c1C(=O)OCC(=O)Nc1ccccc1Oc1ccccc1 | -4% | 2% | 9% | / | 5% | -13% | -7% | 0%
CCCCNC(=O)CCCCC(=O)N/N=C/c1cccc(Cl)c1 | -6% | -3% | -13% | 34%[activator] | 4% | -2% | i | -2%
Cc1ccc(NC(=O)c2c([N+](=O)[O-])c(C(C)(C)C)nn2C)cc1 | -3% | -3% | 1% | 3% | 1% | -4% | -10% | 12%
